Bioassay records from PubChem.
STK33 kin inh: inhibitors of human STK33 kinase; Q9BYT3; ADP-Glo luminescence, MBP substrate; 0.44% of 27,000 active; inhibition, % at 12.5 µM; AID 2322; in the data active = inhibition above about 20%; inconclusive = no clear call, values can overlap the other calls
Target sequence (Q9BYT3 whole entry, looked up): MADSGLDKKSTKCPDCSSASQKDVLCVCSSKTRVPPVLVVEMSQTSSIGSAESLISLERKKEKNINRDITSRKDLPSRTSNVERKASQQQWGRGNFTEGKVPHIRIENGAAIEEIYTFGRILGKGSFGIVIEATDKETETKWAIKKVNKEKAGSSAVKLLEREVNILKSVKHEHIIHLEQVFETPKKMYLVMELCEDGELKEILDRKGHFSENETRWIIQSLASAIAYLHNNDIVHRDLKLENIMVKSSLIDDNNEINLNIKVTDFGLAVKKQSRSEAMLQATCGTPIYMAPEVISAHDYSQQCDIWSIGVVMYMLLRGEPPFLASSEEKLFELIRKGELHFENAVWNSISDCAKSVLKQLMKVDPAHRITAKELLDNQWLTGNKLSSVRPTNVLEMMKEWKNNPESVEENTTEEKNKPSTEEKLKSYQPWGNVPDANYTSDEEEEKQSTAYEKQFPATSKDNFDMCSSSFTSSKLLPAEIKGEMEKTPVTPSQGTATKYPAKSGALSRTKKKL
p53 PUMA act: mutant p53 pathway reactivation; SW480 PUMA-promoter luciferase; activation, % at 9.98 µM; 1.5% of 28,000 active; AID 624151; in the data active = activation above about 52%; inconclusive = no clear call, values can overlap the other calls
Numbers without * were called inactive; ? = inconclusive; . = no result given. This is a subset; the hit share may differ from the screen's.

SMILES | STK33 kin inh | p53 PUMA act
O=C1c2ccccc2C(=O)N1CCN1CCCCC1 | 5 | .
C[C@H]1CN([C@@H](C)CO)C(=O)c2cc(NS(=O)(=O)c3cccs3)ccc2O[C@@H]1CN(C)C(=O)Nc1ccc2c(c1)OCO2 | -2 | 8
COc1cccc(S(=O)(=O)N(C)C[C@@H]2OCc3cnnn3CCCC(=O)N([C@@H](C)CO)C[C@@H]2C)c1 | 5 | .
C[C@H]1CN([C@@H](C)CO)C(=O)Cc2cc(NS(C)(=O)=O)ccc2O[C@H]1CN(C)Cc1ccc2c(c1)OCO2 | -3 | .
Cc1ccc2c(c1)C(O)(CC(=O)c1ccccc1[N+](=O)[O-])C(=O)N2 (configuration not stated) | 5 | -36
COCC(=O)N(C)C[C@@H]1Oc2cc(C#CC(C)C)ccc2S(=O)(=O)N([C@@H](C)CO)C[C@@H]1C | . | 8
Cn1c(SCC(=O)Nc2sc3c(c2C#N)CCCC3)nnc1-c1ccc(Br)cc1 | -1 | 7
Cc1ccc(C)c(NC(=O)CSc2nnnn2-c2ccc(C(=O)O)cc2)c1 | 1 | -4
CCc1nc(OCc2ccco2)c2sc3nc4c(cc3c2n1)COC(C)(C)C4 | -3 | -10
CCCn1c2ccccc2c2nnc(SCC(=O)N3c4ccccc4Sc4ccccc43)nc21 | 1 | 14
CC(C)CC(C(=O)Oc1ccc([N+](=O)[O-])cc1)N1C(=O)c2ccccc2C1=O (configuration not stated) | 2 | -13
C[C@@H]1CN([C@@H](C)CO)S(=O)(=O)c2ccc(C#CC3CCCC3)cc2O[C@@H]1CN(C)C(=O)Nc1cc(F)ccc1F | . | -46
COc1ccc(Cl)cc1NC(=O)CSc1nc2ccccc2n1-c1ccccc1 | 2 | -21
c1ccc(CN(CCN(Cc2ccccn2)Cc2ccccn2)Cc2ccccn2)nc1 | 0 | .
CCOc1ccc(NC(=O)N(Cc2cn(C)c3ccccc23)C2CCCCC2)cc1 | . | -23
C[C@H]1CN([C@@H](C)CO)C(=O)c2cccc(NC(=O)c3nc4ccccc4s3)c2O[C@H]1CN(C)CC1CC1 | . | 2
COc1ccc(CN(C)C[C@H]2Oc3ccc(NC(=O)CCC(F)(F)F)cc3CC(=O)N([C@H](C)CO)C[C@H]2C)cc1 | -1 | .
Cc1nc(SCCC(=O)Nc2ccccc2C#N)nc2cc3c(cc12)CCC3 | 1 | 19
CC(C)NC(=O)N(C)C[C@H]1Oc2c(NC(=O)C3CCOCC3)cccc2C(=O)N([C@H](C)CO)C[C@H]1C | . | 1
COC(=O)c1ccccc1NC(=O)CSc1nnnn1-c1ccccc1OC | -1 | -3
C[C@@H]1CN([C@@H](C)CO)C(=O)c2cc(NS(=O)(=O)c3ccc(Cl)cc3)ccc2O[C@@H]1CN(C)C(=O)NC1CCCCC1 | . | 3
CCn1c(SCC(=O)Nc2cc(C(F)(F)F)cc(C(F)(F)F)c2)nnc1-c1ccncc1 | 1 | 6
C[C@@H]1CCCCO[C@@H](CN(C)Cc2ccccc2)[C@H](C)CN([C@@H](C)CO)C(=O)c2cc(NC(=O)CCC(F)(F)F)ccc2O1 | . | 1
C[C@H](CO)N1C[C@H](C)[C@H](CN(C)C(=O)Nc2ccc(F)cc2)Oc2ncc(C#CC(C)(C)O)cc2C1=O | -2 | .

Reprinted at random: two entries already listed, in no set order.
SMILES | STK33 kin inh | p53 PUMA act
COc1ccc(Cl)cc1NC(=O)CSc1nc2ccccc2n1-c1ccccc1 | 2 | -21
O=C1c2ccccc2C(=O)N1CCN1CCCCC1 | 5 | .

The list goes on:
SMILES | STK33 kin inh | p53 PUMA act
C[C@H](CO)N1C[C@H](C)[C@H](CN(C)C(=O)c2ccc3c(c2)OCO3)Oc2cc(-c3ccncc3)ccc2S1(=O)=O | . | -8
O=C(C[C@@H]1C[C@@H]2c3cc(NC(=O)NC4CCCC4)ccc3O[C@@H]2[C@@H](CO)O1)NCc1cccc(F)c1 | . | -5
Cc1noc(C)c1NC(=O)N(C)C[C@H]1Oc2ncc(C3=CCCC3)cc2C(=O)N([C@H](C)CO)C[C@H]1C | . | 0
CCCN1CCN(c2ncnc3scc(C4COc5ccccc5O4)c23)CC1 (configuration not stated) | 3 | -8
CCCC#Cc1cnc2c(c1)C(=O)N([C@H](C)CO)C[C@H](C)[C@@H](CN(C)C(=O)Cc1ccccc1)O2 | . | -4
CC(=O)Nc1ccccc1NC(=O)COc1ccc(Cl)cc1Cl | 1 | 26
C[C@@H]1CN([C@H](C)CO)C(=O)Cc2cc(NS(=O)(=O)c3ccc(Cl)cc3)ccc2O[C@@H]1CN(C)CC1CCCCC1 | -6 | -18
C[C@@H]1CN([C@H](C)CO)C(=O)Cc2cc(NC(=O)CCN3CCOCC3)ccc2O[C@@H]1CN(C)Cc1ccccc1 | -1 | .
COc1ccc(N(CC(=O)O)S(C)(=O)=O)cc1OC | -4 | 5
Cc1ccc(-c2cc(C(=O)NCc3cccnc3)c3cc(Br)ccc3n2)cc1 | 2 | 67*
Cc1ccccc1-c1ccc2c(c1)O[C@H](CN(C)Cc1ccc(C(=O)O)cc1)[C@H](C)CN([C@@H](C)CO)S2(=O)=O | . | -7
O=C(NCC1CCCO1)c1cc(S(=O)(=O)N2CCCC2)c(Cl)cc1Cl (configuration not stated) | 3 | 2
C[C@H]1CN([C@@H](C)CO)C(=O)c2cc(NC(=O)Nc3cccc4ccccc34)ccc2O[C@@H]1CN(C)Cc1ccc(C(F)(F)F)cc1 | 4 | .
Nc1cccc(-c2cc3c(Oc4cccc(O)c4)ncnc3[nH]2)c1 | 69* | 2
N#Cc1c(NC(=O)c2ccc(COc3ccccc3Cl)o2)sc2c1CCCC2 | 2 | 4
Cc1noc(C)c1S(=O)(=O)Nc1ccc2c(c1)C(=O)N([C@H](C)CO)C[C@H](C)[C@@H](CN(C)Cc1ccncc1)OCCCC[C@@H](C)O2 | -2 | .
COCCOC(=O)N1C(=O)[C@@]2(c3cc(C#CCCO)ccc31)[C@H](c1ccccc1OCCO)N1[C@H](c3ccccc3)[C@H](c3ccccc3)OC(=O)[C@H]1[C@@H]2C(=O)N1CCc2cc(OC)c(OC)cc2C1 | 2 | .
C[C@@H]1CN([C@@H](C)CO)C(=O)c2cccc(NC(=O)C3CCCCC3)c2O[C@@H]1CN(C)C(=O)Nc1ccccc1 | 0 | .
Cc1noc(C)c1NC(=O)Nc1ccc2c(c1)CC(=O)N([C@H](C)CO)C[C@@H](C)[C@@H](CN(C)C(=O)NC1CCCCC1)O2 | 6 | .
COc1ccc(NC(=O)Nc2ccc3c(c2)C(=O)N([C@@H](C)CO)C[C@@H](C)[C@@H](CN(C)S(=O)(=O)c2ccccc2)O3)cc1 | 1 | .
O=C(Cn1ccc([N+](=O)[O-])n1)Nc1cc(F)ccc1F | 1 | -15
Cc1cc(C)cc(N(CC(=O)O)S(=O)(=O)c2ccccc2)c1 | -6 | 1
CC(C)NC(=O)Nc1ccc2c(c1)C(=O)N([C@@H](C)CO)C[C@@H](C)[C@H](CN(C)Cc1ccccc1)OCCCC[C@@H](C)O2 | . | 5
C[C@H](O)C#Cc1ccc2c(c1)O[C@H](CN(C)CC1CCOCC1)[C@H](C)CN([C@H](C)CO)S2(=O)=O | . | 12
CCn1c(SCC(=O)Nc2ccc(C)c(C)c2)nnc1-c1ccncc1 | 4 | 7
CN(Cc1nc(-c2cccc([N+](=O)[O-])c2)no1)S(=O)(=O)c1ccc(Cl)cc1 | 3 | -1
C[C@@H]1CN([C@@H](C)CO)C(=O)c2cc(NC(=O)c3ccncc3)ccc2O[C@@H](C)CCCCO[C@@H]1CN(C)C(=O)C1CCCCC1 | . | 12
Cc1cccc(S(=O)(=O)N(C)C[C@@H]2OCc3cn(nn3)CCCC(=O)N([C@@H](C)CO)C[C@@H]2C)c1 | 1 | .
CS(=O)(=O)N(CC(=O)Nc1ccc(Br)cc1)c1cccc(C(F)(F)F)c1 | -1 | 7
Cn1c(CN2CCOCC2)nnc1SCC(=O)Nc1ccc2c(c1)OCCO2 | -2 | 3
OCCN(CCO)c1nc2ccccc2[nH]1 | 3 | -5
C[C@@H]1CN([C@@H](C)CO)C(=O)Cc2cc(NS(=O)(=O)c3ccc(Cl)cc3)ccc2O[C@@H]1CN(C)CC1CCCCC1 | 1 | -2
COc1ccc(NC(=O)Nc2ccc3c(c2)CC(=O)N([C@H](C)CO)C[C@H](C)[C@H](CN(C)C(=O)Nc2ccccc2)O3)cc1 | 6 | .
C[C@H]1CN([C@@H](C)CO)C(=O)CCCn2cc(nn2)CO[C@@H]1CN(C)C(=O)Nc1ccc2c(c1)OCCO2 | 1 | .
C[C@@H]1CN([C@H](C)CO)C(=O)c2cc(-c3cncnc3)cnc2O[C@@H]1CN(C)C(=O)Nc1ccc2c(c1)OCO2 | . | 17
O=C(Cn1cnc2sc3c(c2c1=O)CCCC3)Nc1ccccc1Br | 1 | -2
COC(C(=O)Nc1ccccc1C(=O)N1CCOCC1)c1ccccc1 (configuration not stated) | -3 | 11
CC(C)NC(=O)N(C)C[C@@H]1Oc2ccc(NS(C)(=O)=O)cc2CC(=O)N([C@H](C)CO)C[C@@H]1C | -1 | .
C[C@H](CO)N1C[C@H](C)[C@H](CN(C)Cc2ccncc2)Oc2ccc(NC(=O)NC3CCCCC3)cc2C1=O | . | -51
COc1c(O)c(O)cc2ccc3cccc(O)c3c12 | -6 | .
C[C@H](CO)N1C[C@H](C)[C@@H](CN(C)S(C)(=O)=O)Oc2ccc(NS(=O)(=O)c3cccs3)cc2C1=O | 0 | .
C[C@@H]1CN([C@H](C)CO)C(=O)Cc2cc(NS(C)(=O)=O)ccc2O[C@H]1CN(C)Cc1ccccc1 | 2 | .
C[C@@H]1CN([C@@H](C)CO)C(=O)Cc2cc(NC(=O)c3ccncc3)ccc2O[C@@H]1CN(C)Cc1ccncc1 | 3 | 7
Cc1ccc(NC(=O)CSc2nnc(-c3cccnc3)n2-c2ccc(Br)cc2)cc1F | -6 | ?
O=[N+]([O-])c1ccccc1S(=O)(=O)N1CCN(S(=O)(=O)Cc2ccccc2)CC1 | 0 | 0
C[C@@H]1CN([C@H](C)CO)C(=O)c2cc(NS(C)(=O)=O)ccc2O[C@@H](C)CCCCO[C@@H]1CN(C)S(=O)(=O)c1cn(C)cn1 | . | 5
C[C@@H]1CCCCO[C@H](CN(C)Cc2ccc(C(F)(F)F)cc2)[C@@H](C)CN([C@H](C)CO)C(=O)c2cc(NC(=O)C3CCCCC3)ccc2O1 | 1 | .
O=C(CC1(O)C(=O)Nc2ccccc21)c1ccc(OCC(=O)N2CCOCC2)cc1 (configuration not stated) | 2 | -11

Complete entries as entered above. Order of values: STK33 kin inh | p53 PUMA act
COCCOC(=O)N1C(=O)[C@@]2(c3cc(C#CCCO)ccc31)[C@H](c1ccccc1OCCO)N1[C@H](c3ccccc3)[C@H](c3ccccc3)OC(=O)[C@H]1[C@@H]2C(=O)N1CCc2cc(OC)c(OC)cc2C1 reads 2 | .
Cc1ccccc1-c1ccc2c(c1)O[C@H](CN(C)Cc1ccc(C(=O)O)cc1)[C@H](C)CN([C@@H](C)CO)S2(=O)=O reads . | -7
c1ccc(CN(CCN(Cc2ccccn2)Cc2ccccn2)Cc2ccccn2)nc1 reads 0 | .
CN(Cc1nc(-c2cccc([N+](=O)[O-])c2)no1)S(=O)(=O)c1ccc(Cl)cc1 reads 3 | -1
C[C@@H]1CN([C@@H](C)CO)C(=O)Cc2cc(NC(=O)c3ccncc3)ccc2O[C@@H]1CN(C)Cc1ccncc1 reads 3 | 7

(continued)
SMILES | STK33 kin inh | p53 PUMA act
NC(=O)CSc1nnc(-c2cccnc2)s1 | -5 | 10
C[C@@H]1CN([C@H](C)CO)C(=O)Cc2cc(NC(=O)Cc3ccccc3)ccc2O[C@@H]1CN(C)Cc1ccc(Oc2ccccc2)cc1 | 6 | .
CNC[C@H]1Oc2c(NC(=O)c3ccc(-c4nccs4)cc3)cccc2C(=O)N([C@@H](C)CO)C[C@H]1C | . | 5
O=C1c2ccccc2S(=O)(=O)N1CC(O)Cn1c2ccc(Cl)cc2c2cc(Cl)ccc21 (configuration not stated) | -5 | 18
COc1ccc(-c2ccc3c(c2)O[C@@H](CN(C)C(=O)Nc2ccccc2F)[C@H](C)CN([C@@H](C)CO)S3(=O)=O)cc1 | . | -25
CC(C)CC#Cc1ccc2c(c1)O[C@H](CN(C)C(=O)Nc1ccccc1F)[C@H](C)CN([C@@H](C)CO)S2(=O)=O | . | -58
C[C@@H]1CN([C@H](C)CO)C(=O)c2cccc(NC(=O)Nc3ccc(F)cc3)c2O[C@@H]1CN(C)Cc1ccc(C(F)(F)F)cc1 | . | -8
CC1CC(=O)[C@]2(O)C(C(=O)OCCc3ccc(O)c(O)c3)=CO[C@@H](O[C@@H]3O[C@H](CO)[C@@H](O)[C@H](O)[C@H]3O)[C@H]12 (some centres not stated) | . | -12
CC(C)C[C@@H]1NC(=O)[C@@H]2C[C@H](C(=O)NCc3ccc(F)cc3)[C@H](c3cccc(OCCO)c3)N2C1=O | 5 | .
CC(C)C#Cc1cnc2c(c1)C(=O)N([C@H](C)CO)C[C@H](C)[C@@H](CN(C)C(=O)CCN1CCCCC1)O2 | . | 7
O=C(CSc1nc(-c2ccc(Cl)cc2)cc(C(F)(F)F)n1)Nc1ccc(F)cc1 | 1 | -28

Shown with two lines to a compound: entries from further up.
Values run as follows: STK33 kin inh	p53 PUMA act
- CC(C)C[C@@H]1NC(=O)[C@@H]2C[C@H](C(=O)NCc3ccc(F)cc3)[C@H](c3cccc(OCCO)c3)N2C1=O
→ 5	.
- CC1CC(=O)[C@]2(O)C(C(=O)OCCc3ccc(O)c(O)c3)=CO[C@@H](O[C@@H]3O[C@H](CO)[C@@H](O)[C@H](O)[C@H]3O)[C@H]12 (some centres not stated)
→ .	-12
- C[C@@H]1CN([C@H](C)CO)C(=O)Cc2cc(NC(=O)Cc3ccccc3)ccc2O[C@@H]1CN(C)Cc1ccc(Oc2ccccc2)cc1
→ 6	.
